Bioassay records deposited in PubChem BioAssay by several laboratories.
WT yeast gro inh: growth inhibition of WT strain, primary screen, mitochondrial fusion inhibitor project, WT and mutant strains, chemical genetic; AID 1362, 2008; inhibition, % at 10 µM; 2.1% of 190,000 active; mitochondrial fusion phenotypic screen; in the data active means inhibition above about 58%; tested in S. cerevisiae
Autophagy HCS: autophagy modulators in MEF cells, primary screen, imaging, high-content, MEF GFP-LC3 | MEF GFP-LC3 puncta imaging; test concentration mostly 10 µM | 0.98% of 190,000 active | calls only at 10 µM (by protocol);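 active means percentage of spot-positive cells more than 3 SD above its plate mean, without a fluorescence outlier flag or 80% toxicity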;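 further: spot-positive cell cutoff set from DMSO-treated cells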
b-catenin transl: modulators of beta-catenin nuclear translocation, primary screen, imaging, HeLa cells, immunofluorescence, high-content; nuclear translocation activity, % at 5 µM; AID 1665, 2009; 0.3% of 190,000 active;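 active means nuclear translocation activity above 50% at 5 µM, with a well cell count of 50 or more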;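 further: per-cell ratio of nuclear to cytoplasmic median beta-catenin stain intensity; plate controls were DMSO negative control for no effect and GSK-3 inhibitor IX positive control for full effect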
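Test system: human HeLa cell line; Doses: 5 µM primary, 0.02–20 µM confirmation; Incubation: 24 h compound exposure, 37°C; Detection: beta-catenin immunofluorescence imaging with DAPI; Read-out: beta-catenin nuclear/cytoplasmic ratio, % activation.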
AID2073: inhibitors of Mint1-CaV2.2 protein interaction, biochemical, HTRF (AID 2073). HTRF protein-protein interaction, Mint1-CaV2.2; higher % means a stronger effect. inhibition, % at 20 µM; hits with a dose series show IC50 in µM. Voltage-dependent N-type calcium channel subunit alpha-1B (Homo sapiens). 0.19% of 290,000 active; in the data active means inhibition mostly above about 51%, no sharp cut-off; further: some results filed as inactive read as strong as hits
HIV fusion peptide: inhibitors of HIV fusion peptide binding, primary screen, biochemical, uHTS, fluorescence dequenching (AID 1986) | cell-free peptide binding, fluorescence dequenching, 30 min; higher % means a stronger effect | inhibition, % at 20 µM, or IC50 in µM where a hit was titrated | 0.3% of 290,000 active; in the data active means inhibition mostly above about 52%, no sharp cut-off; inactive means mostly below about 76%; further: some results filed as inactive read as strong as hits
Insulin prom up: insulin promoter activators in MIN6 cells, imaging, high-content screening, mouse beta cells; MIN6 insulin promoter-GFP reporter; active compounds read high; z-score at 5 µM; 0.3% of 190,000 active; AID 1625, 2009;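 active means z-score above 3 at 5 µM with at least 500 cells counted in the well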
Dynein cargo inh: inhibitors of GR-EGFP nuclear translocation, primary screen, dynein cargo transport inhibitor project, imaging, high-content, 3617.4 mouse cells | z-score, hits read low | AID 1381, 2008 | 0.47% of 220,000 active | test concentration mostly 20 µM; stimulated with dexamethasone, 1 µM; active compounds read low;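 active means plate z-score of nuclear minus cytoplasmic receptor signal below a set negative limit, without overly bright fluorescence or cell loss, cut at about -3.5 in these data, passing the limit was not always enough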;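 further: z-score of nuclear minus cytoplasmic ring GR-EGFP intensity difference per well; some compounds called inactive have numbers as strong as hits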
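Buffer or medium: tet-free, stripped-serum medium; Also added: dexamethasone, 1.0 µM final; Technique: high-content fluorescence imaging after fixation; Times: 48 h induction, 1 h compound, 30 min dex at 37 °C; Read-out: per-cell GR-EGFP intensity, nucleus versus surrounding cytoplasmic ring, well-averaged.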
MT stabilize HCS: microtubule stabilizers in HeLa cells, primary screen, imaging, high-content imaging; HeLa tubulin immunostaining HCS, 24 h; share of cells brighter than vehicle mean+2SD; % tubulin-high responders, % at 10 µM; 0.83% of 200,000 active;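 active means plate Z-score above 3 for both tubulin-high and condensed-nucleus cell shares, with cell loss under 80%, at 10 µM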;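 further: anti alpha tubulin signal scored within the nucleus-defined area of each cell; some results filed as inactive read as strong as hits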
Yfh1-off respiration: enhancers of respiration in Yfh1-depleted yeast, dose response, Friedreich's ataxia, plus single-dose screen (AID 1465) | S. cerevisiae Yfh1-off respiration, WST-1 reduction, 72 h; higher fold induction means a stronger effect | fold induction at 50 µM; hits with a dose series show EC50 in µM | 0.074% of 220,000 active;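 active means fold induction of absorbance versus untreated yeast above a set limit, then at least 30% activation at any dose in follow-up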;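 further: activators that raise dye reduction in frataxin-depleted yeast; strong numbers were not always called active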
WT yeast gro inh mutant strain: also measured in WT yeast gro inh; calls as there; inhibition, %; mitochondrial fusion phenotypic screen, mutant strain inhibition
Dynein cargo inh cytoplasmic EGFP: also measured in Dynein cargo inh; calls as there; z-score; measured here: cytoplasmic GR-EGFP intensity; active compounds read high
Dynein cargo inh nuclear GR-EGFP: second read-out of Dynein cargo inh, no call of its own (marks repeat the call); z-score; measured here: nuclear GR-EGFP intensity;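 lower value marks the stronger effect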
Dynein cargo inh cell count: also measured in Dynein cargo inh; calls as there; z-score; measured here: cell count per field
Insulin prom up cell count: second read-out of Insulin prom up, no call of its own (marks repeat the call); cell count; measured here: cytotoxicity, nuclei count;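 total cells summed across four imaged fields per well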
b-catenin transl cell count 5 µM: further read-out of b-catenin transl, marked with its call; cell count; measured here: cell count, cytotoxicity flag
MT stabilize HCS Hoechst-high %: second read-out of MT stabilize HCS, no call of its own (marks repeat the call); % Hoechst-high responders; measured here: nuclear condensation Hoechst responders;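 share of cells brighter than vehicle mean plus two SD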
MT stabilize HCS cytotoxicity %: recorded beside MT stabilize HCS, whose call it bears; toxicity, %; measured here: cytotoxicity by cell density;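 0% = mean cell density of plate MIN control wells and 100% = no cells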
Autophagy HCS cell loss 18 h: recorded beside Autophagy HCS, whose call it bears; toxicity, %; measured here: cell loss, nuclei count;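 cell loss after 18 h compound exposure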
Numbers without * were called inactive; i = inactive; . = no result given; + = active, no number.

SMILES | WT yeast gro inh | WT yeast gro inh mutant strain | Autophagy HCS | Autophagy HCS cell loss 18 h | b-catenin transl | b-catenin transl cell count 5 µM | AID2073 | HIV fusion peptide | Insulin prom up | Insulin prom up cell count | Dynein cargo inh | Dynein cargo inh cytoplasmic EGFP | Dynein cargo inh nuclear GR-EGFP | Dynein cargo inh cell count | MT stabilize HCS | MT stabilize HCS Hoechst-high % | MT stabilize HCS cytotoxicity % | Yfh1-off respiration
CCN(CC)c1ccc(NC(=O)c2cnc3ccccn3c2=O)c(C)c1 | 5 | 14 | i | 19 | 1.2 | 1139 | -22% | -2.3% | 0.05 | 1333 | 0.42 | -0.14 | 0.34 | 0.42 | 6.9 | 1.4 | 1.4 | i
CCCCC(CCC(=O)Nc1ccc(C(=O)OCC)cc1)C(=O)O (stereo not drawn) | 5 | -5 | i | 1 | -0.1 | 1126 | 5% | 0.3% | . | . | -0.24 | 0.75 | 0.36 | 1 | 4.2 | 1.9 | 6.2 | i
COc1ccc(-n2nc3cc(C)c(NC(=O)CC(C)C)cc3n2)cc1 | 2 | -2 | i | 0 | -1.7 | 1094 | 20% | 0.9% | -0.28 | 1058 | 0.39 | -0.19 | 0.38 | 0.51 | 2.4 | 3.7 | 15 | i
c1ccc(CNc2nc3ccccc3n2CCN2CCOCC2)nc1 | -11 | -4 | i | 7 | 3.6 | 734 | -1% | -1.2% | 1.3 | 1230 | -0.68 | -0.2 | 0.008 | 0.052 | 4.9 | 2.7 | 7.4 | i
CC(=O)Nc1ccc(OC(=O)c2cc3cc(Br)ccc3oc2=O)cc1 | 6 | 15 | i | 25 | -0.3 | 1015 | 2µM* | 2.8% | 0.3 | 1424 | -0.16 | -0.25 | -0.065 | 0.23 | 3.8 | 3.5 | 6.5 | i
Cc1csc(NC(=O)CSc2ncnc3c2cnn3-c2ccccc2Cl)n1 | -1 | 2 | i | -5 | 0.3 | 1068 | 17% | 1.0% | 0.99 | 1802 | -0.43 | -0.17 | -0.2 | 0.12 | 2.9 | 1.4 | 1.9 | i
Cc1nc2ccc(C(=O)O)cc2nc1C | -1 | -4 | i | -7 | -4.1 | 1137 | 9% | 7.4% | 0.32 | 1399 | -0.025 | -0.26 | 0.037 | 1.1 | 2.9 | 2.0 | 7.4 | i
Cc1csc(SCc2nc3sc4c(c3c(=O)[nH]2)CCC4)n1 | -21 | 4 | i | -4 | -1.8 | 1274 | 7% | -0.4% | 0.64 | 1179 | -0.13 | 2.9 | 0.76 | 1.4 | 3.2 | 1.4 | 3.4 | i
CC1CN(C(=O)Nc2ccccc2)c2ccccc2-[n+]2ccsc21 (stereo not drawn) | 17 | 2 | i | 8 | -0.9 | 585 | 2% | 5.2% | -0.41 | 1252 | 1.1 | -0.087 | 0.79 | -1.4 | 2.8 | 3.5 | 0.5 | i
Cc1ccc(-c2nc(NC(=O)c3nn(C)cc3[N+](=O)[O-])sc2C)cc1 | 24 | 12 | + | 73* | 1.1 | 1185 | 2% | -2.2% | -0.68 | 896 | -3.8* | 1.9* | -1.1* | -1.6* | 55 | 6.8 | 85 | i
COCCN1C(=O)C(=O)/C(=C(/O)c2ccc(C)cc2)C1c1ccccn1 (stereo not drawn) | -3 | -5 | i | 8 | -3.0 | 1133 | 37% | 0.3% | -0.53 | 1451 | 0.86 | -0.19 | 0.81 | -1.1 | 2.9 | 1.4 | 5.1 | i
c1ccc(-n2nc3c(ccc4cnnc43)[nH]2)cc1 | -1 | 8 | i | 5 | -1.7 | 759 | 13% | -1.3% | -0.63 | 1024 | -1.3 | -0.1 | -0.4 | 0.59 | 8.4 | 3.7 | 7.8 | i
CCOc1cc(NC(=O)c2ccco2)c(OCC)cc1NC(=O)Cc1cccc(OC)c1 | 9 | 18 | i | 7 | . | . | -4% | 5.3% | -0.38 | 1266 | 0.28 | -0.17 | 0.51 | -0.67 | 3.6 | 1.6 | 7.4 | i
CCCCCCC/C(C)=N/NC(=O)CC(=O)NCCc1ccccc1 | -17 | -3 | i | -27 | . | . | 39% | -0.6% | . | . | -0.012 | -0.22 | -0.63 | 1.1 | 2.2 | 3.1 | 9.6 | i
CCCNC(=O)N[C@@H](Cc1ccccc1)C(=O)OC | 2 | -6 | i | 1 | -1.2 | 1142 | 6% | 2.9% | -0.9 | 829 | 2.1 | -0.18 | 0.96 | -0.12 | 2.9 | 2.5 | 2.2 | i
COc1ccc(C(NC(=O)c2ccc(=O)[nH]c2)C(=O)Nc2ccc(C(C)C)cc2)cc1 (stereo not drawn) | 0 | 13 | i | 6 | -1.0 | 1106 | -6% | -0.4% | 0.63 | 1307 | 0.7 | -0.06 | 0.65 | -0.27 | 2.9 | 2.9 | 5.1 | i
CC(=O)N1CCc2cc(C(=O)CN3CCCCC3)ccc21 | -10 | -8 | i | 4 | . | . | -2% | 0.5% | 0.72 | 986 | -0.23 | -0.24 | 0.14 | 0.53 | 2.0 | 4.4 | 8.6 | .
COC(=O)c1sccc1NC(=S)N1CCN(c2ccccc2F)CC1 | -5 | -5 | i | 2 | . | . | -12% | -0.1% | 0.01 | 1275 | -0.43 | 0.39 | -0.3 | -0.34 | 5.0 | 1.8 | 4.9 | .
CCn1ncc(/C=N/NC(=O)c2cc(Cl)ccc2OC)c1C | -3 | -16 | i | 7 | . | . | 0% | -0.1% | 0.2 | 1324 | 0.15 | 1.9 | 0.068 | -0.67 | 1.1 | 1.8 | 1.7 | i
O=C(OCc1cccc([N+](=O)[O-])c1)c1cnccn1 | -13 | -6 | i | -8 | -7.0 | 1101 | 6% | -0.3% | 0.21 | 1578 | -0.5 | -0.3 | -0.23 | -0.079 | 5.2 | 1.4 | 2.0 | i
Fc1ccccc1-c1nc(-c2ccc(Cl)cc2)no1 | . | . | i | 23 | . | . | . | . | . | . | 2.9 | -0.2 | 2.4 | -1.4 | 3.5 | 1.2 | 6.9 | i
COc1ccc(-c2nn(CC(=O)Nc3ccc(Cl)c(Cl)c3)c(=O)c3ccccc23)cc1 | -3 | 13 | i | -1 | -0.2 | 1293 | 12% | 9.1% | -0.22 | 1669 | 0.17 | -0.038 | 0.24 | -0.11 | 3.3 | 2.4 | 11 | i
COc1nc(N2CCOCC2)nc(-n2cccc2)n1 | -55 | -12 | i | -2 | -0.2 | 1041 | 8% | 1.9% | -0.39 | 1779 | -0.12 | -0.093 | -0.16 | 0.32 | 4.6 | 2.2 | 1.6 | i
COC(=O)c1cc(NC(=O)CSc2nc(C)cc(=O)[nH]2)cc(C(=O)OC)c1 | 12 | 13 | i | 3 | . | . | 5% | 3.3% | 0.63 | 1219 | 0.34 | -0.2 | 0.51 | 0.35 | 2.3 | 0.5 | 34 | i
CCCN1C(=O)SC(CC(=O)Nc2cccc3ccccc23)C1=O (stereo not drawn) | 0 | 3 | i | 1 | -1.1 | 1162 | -4% | 1.5% | . | . | -0.93 | -0.28 | -0.47 | 0.65 | 4.1 | 3.3 | 2.6 | i
O=C(NCCc1cccs1)c1ccc(Cl)c(Cl)c1 | 35 | 13 | i | 1 | -0.4 | 1009 | 4% | 1.9% | -0.09 | 1455 | -0.54 | -0.36 | -0.79 | 0.07 | 2.8 | 2.3 | 3.4 | i
COc1ccccc1Cn1nnc2c(=O)[nH]c(C3CCN(C(=O)c4ccccc4Cl)CC3)nc21 | -12 | 16 | i | -7 | -1.9 | 1277 | 7% | 1.1% | -0.45 | 1300 | 0.14 | -0.21 | -0.61 | -0.31 | 2.9 | 1.1 | 3.6 | i
COc1ccc(N(C(=O)CCl)C(C(=O)NCCc2ccccc2)c2cccs2)cc1Cl (stereo not drawn) | 44 | 11 | i | 24 | -2.0 | 1055 | -11% | -0.8% | -1.6 | 594 | -4.8* | 0.9* | -2.9* | -0.26* | 32 | 13 | 53 | i
O=C(Cc1sc(-c2ccccc2)nc1-c1ccccc1)Nc1ccc(Cl)cc1 | 31 | 16 | i | -5 | . | . | 13% | 1.0% | 1.1 | 865 | 0.28 | -0.26 | -0.018 | 0.7 | 1.4 | 1.4 | 20 | i
CC(C)C[C@H](NC(=O)Nc1ccc(S(N)(=O)=O)cc1)C(=O)O | -1 | 7 | i | 2 | -3.1 | 1016 | 9% | 11% | 0.56 | 1030 | -0.61 | -0.32 | 0.094 | -0.33 | 5.0 | 3.6 | 4.6 | i

3 of the compounds above, with values under each structure:
Results follow in this order: WT yeast gro inh | WT yeast gro inh mutant strain | Autophagy HCS | Autophagy HCS cell loss 18 h | b-catenin transl | b-catenin transl cell count 5 µM | AID2073 | HIV fusion peptide | Insulin prom up | Insulin prom up cell count | Dynein cargo inh | Dynein cargo inh cytoplasmic EGFP | Dynein cargo inh nuclear GR-EGFP | Dynein cargo inh cell count | MT stabilize HCS | MT stabilize HCS Hoechst-high % | MT stabilize HCS cytotoxicity % | Yfh1-off respiration
- CCn1ncc(/C=N/NC(=O)c2cc(Cl)ccc2OC)c1C
  -3 | -16 | i | 7 | . | . | 0% | -0.1% | 0.2 | 1324 | 0.15 | 1.9 | 0.068 | -0.67 | 1.1 | 1.8 | 1.7 | i
- COc1nc(N2CCOCC2)nc(-n2cccc2)n1
  -55 | -12 | i | -2 | -0.2 | 1041 | 8% | 1.9% | -0.39 | 1779 | -0.12 | -0.093 | -0.16 | 0.32 | 4.6 | 2.2 | 1.6 | i
- O=C(OCc1cccc([N+](=O)[O-])c1)c1cnccn1
  -13 | -6 | i | -8 | -7.0 | 1101 | 6% | -0.3% | 0.21 | 1578 | -0.5 | -0.3 | -0.23 | -0.079 | 5.2 | 1.4 | 2.0 | i
